Pf apPOL inh: Pf-apPOL inhibitors, biochemical, fluorescence. Plasmodium falciparum apicoplast DNA polymerase (apPOL). Recombinant Pf-apPOL, molecular beacon fluorescence, 1.5 h. inhibition, % at 10 µM. 210,000 compounds, 0.25% hits. AID 1794808, 2022
mHTT CaM bind: mutant huntingtin-calmodulin interaction inhibitors – biochemical, AlphaScreen, primary screen | 190,000 compounds, 3.6% hits | inhibition, % at 15 µM | P42858 | AlphaScreen His-mHTT/GST-CaM binding, luminescence;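 note: 0% = both proteins with DMSO and 100% = one protein alone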
Active calls of the source: *; nt = not tested or not shown; & = joins results of further samples. Cut-off read from the data, not from the text of the source: active = inhibition above about 50%; inactive = the rest. Hits appear at their usual frequency; overall some 3.6% were active at least once.

SMILES	Pf apPOL inh	mHTT CaM bind
O=C(CN1CCc2ccccc2C1C(=O)N1CCCCC1)NCc1ccc(F)c(Cl)c1 (stereo not drawn)	-1	-6
C=C(C)COc1ccc(Br)cc1/C=C1/C(=O)N(c2ccccc2)N=C1C	0	12
O=[N+]([O-])c1cccc(C=Nc2cccc(O)c2)c1O	-3	74*
CC1(C)CN(C2CCCCC2)C(=O)[C@H]1CC(=O)Nc1ccc(Br)cc1	-9	-2
O=C(NC1CCCc2ccccc21)c1ccc(Cn2c(=O)[nH]c3ccsc3c2=O)cc1 (stereo not drawn)	0	17
C=CCc1c(C)c(C#N)c2nc3ccccc3n2c1NCCCN(CC)CC	-74	-6
CC1(C(=O)NC2CCCCCC2)Cc2ccccc2C(=O)N1CCN1CCOCC1 (stereo not drawn)	0	-5
COCCN=C1Nc2ccccc2NC12CCCN(C(=O)c1n[nH]c3ccccc13)C2 (stereo not drawn)	-7	76*
CC(C)C(=O)N1CCC(C(=O)NCCc2cscn2)CC1	-1	-10
CCOC(=O)c1sc(NC(=O)NCc2cccs2)nc1C	-5	-14
O=C(CCN1C(=O)c2ccccc2C1=O)Nc1c(Cl)cccc1Cl	2	-2
Cc1cc(NC(=O)CN2C(=O)C3CCCN3C(=O)c3ccc(F)cc32)ccc1F (stereo not drawn)	-5	7
N=c1c(S(=O)(=O)c2ccccc2)cc2c(=O)n3ccccc3nc2n1Cc1ccco1	-2	35
CCN(CC)CCNC(=O)CSc1nc2nc(C)c(Cc3ccccc3Cl)c(C)n2n1	-4	5
O=C(Nc1nnc(C2CC(=O)N(c3ccccc3)C2)o1)c1ccccc1F (stereo not drawn)	-2	13
Cn1c(-c2ccco2)nn([C@H]2CC(=O)[C@@H]3OC[C@H]2O3)c1=S	nt	-4
CCn1ccnc(NC2CCCCC2)c1=O	-7	-1
CSc1nc2c(c(=O)n1C1CCOC(C)(C)C1)C1(CCCCC1)Cc1ccccc1-2 (stereo not drawn)	4	-3
Cc1oc(C2CCN(C(=O)CC3CCCC3)CC2)nc1C(=O)N1CCCCC1	0	11
CC(=O)Nc1ccc(S(=O)(=O)NCc2cc(F)cc3c2OCOC3)cc1Cl	-2	nt
CCC(CC)c1nc(Cn2ccnc2)no1	1	-10
Cc1c(-c2ccn[nH]2)cnn1-c1c(Cl)cc(Cl)cc1Cl	-2	nt
COc1ccc(-c2nc3c(c(=O)[nH]2)CCN(C(=O)Cc2ccsc2)C3)cc1	0	6
O=Cc1cn(CC(=O)N2CCc3ccccc3C2)c2ccc(Br)cc12	3	5
CCOC(=O)N1CCC2(CC1)N=C(c1ccccc1O)CC(c1cc(Cl)ccc1O)N2 (stereo not drawn)	-3	9

Some of the entries so far, with values under each structure:
Each structure is followed by: Pf apPOL inh, mHTT CaM bind
O=C(Nc1nnc(C2CC(=O)N(c3ccccc3)C2)o1)c1ccccc1F (stereo not drawn)
  -2, 13
Cc1oc(C2CCN(C(=O)CC3CCCC3)CC2)nc1C(=O)N1CCCCC1
  0, 11
COCCN=C1Nc2ccccc2NC12CCCN(C(=O)c1n[nH]c3ccccc13)C2 (stereo not drawn)
  -7, 76*
N=c1c(S(=O)(=O)c2ccccc2)cc2c(=O)n3ccccc3nc2n1Cc1ccco1
  -2, 35

Compound profiles (already shown). Order of screens: Pf apPOL inh, mHTT CaM bind
COCCN=C1Nc2ccccc2NC12CCCN(C(=O)c1n[nH]c3ccccc13)C2 (stereo not drawn) as listed: -7, 76*
C=CCc1c(C)c(C#N)c2nc3ccccc3n2c1NCCCN(CC)CC as listed: -74, -6
O=Cc1cn(CC(=O)N2CCc3ccccc3C2)c2ccc(Br)cc12 as listed: 3, 5
O=C(CN1CCc2ccccc2C1C(=O)N1CCCCC1)NCc1ccc(F)c(Cl)c1 (stereo not drawn) as listed: -1, -6
Cc1c(-c2ccn[nH]2)cnn1-c1c(Cl)cc(Cl)cc1Cl as listed: -2, nt

Further results follow.
SMILES	Pf apPOL inh	mHTT CaM bind
Cc1ccc(C(=O)Nc2ccc(NC(=O)c3ccccc3)cc2)cc1S(=O)(=O)N1CCOCC1	-1	-9
O=C(COc1ccc(Br)cc1)N1CCN(c2ccccn2)CC1	-2	2
Cc1ccnc(N2CCCC(C(=O)NCC3CCN(Cc4ccccc4Cl)CC3)C2)n1 (stereo not drawn)	3	4
O=C1Nc2ccccc2C(O)(C(=O)NCCc2ccccc2)N1c1ccc(Cl)cc1 (stereo not drawn)	-9	5
Cc1ccc(Nc2cc(=O)n(C)c(=O)n2C)cc1	-9	-6
Cc1nn(-c2ccccc2)c(C)c1CNCCCN1CCOCC1	-4	5
CCC(=O)Nc1ccc(C(=O)Nc2cccc(-c3nnc(-c4ccco4)o3)c2)cc1	-10	9
O=C(CSc1nc2c(c(=O)n1-c1ccccc1)SCC2)c1ccccc1	-10	-4
NC(CC(=O)NC(c1ccccc1)(c1ccccc1)c1ccccc1)C(=O)O (stereo not drawn)	-4	8
COc1ccc(CC(=O)N2CCCC2c2cccc(C)c2)cc1 (stereo not drawn)	9	16
O=C(CN1C(=O)/C(=C/c2ccc(Cl)cc2)Sc2ccccc21)NC1CCCC1	-2	2
CCOCCCNC(=O)CCc1cn(Cc2ccccc2)c2ccccc12	-17	20
Cc1ccc(C(=O)N2CCC(C(=O)NCCc3cscn3)CC2)cc1	1	6
COc1ccc(S(=O)(=O)C(CNC(=O)c2cccs2)c2ccco2)cc1 (stereo not drawn)	1	-12
Cc1cc2oc(=O)cc(CN3CCCCC3)c2cc1Cl	-2	-2
CC(=O)NC1C(OC2CCCCC2)OC(COC(C)=O)C(OC(C)=O)C1OC(C)=O (stereo not drawn)	-4	-2
CC(C)(C)Sc1ccccc1C=NO	-10	nt
COc1cccc(/C=c2\sc3nnc(-c4ccc(C)cc4)n3c2=O)c1	-5	2
CCc1ccccc1NC(=O)N1CCCC1c1nc(-c2ccc(OC)cc2)no1 (stereo not drawn)	-5	-9
COc1ccc(NC(=O)c2cn3c(n2)CCCC3)cc1Cl	-3	3
COc1cc(Br)cc2cc(C(=O)NCCC3=CCCCC3)c(=O)oc12	-6	4
COc1ccc(Br)cc1CNC(=O)C(C)N1C(=O)COc2ccc(C)cc21 (stereo not drawn)	-8	8
CC(=O)Nc1ccc(S(=O)(=O)NCCn2nc(C)cc2C)cc1	-7	-20
C=CCn1c(SCC(=O)Nc2cccc(Cl)c2Cl)nc2sc(C)cc2c1=O	3	-6
CN1CCN(C(=O)CCn2c(=O)oc3ccccc32)CC1	7	1
SMILES	Pf apPOL inh	mHTT CaM bind
Cc1cc(S(=O)(=O)c2ccc(Cl)c(Cl)c2)cc(C)c1F	2	nt
COc1ccc(/C=C/c2ccc3cccc(O)c3n2)cc1O	-13	41
CCc1cccc(C)c1NC(=O)c1c(C)sc2c(=O)n(C(C)C)cnc12	-3	10
CCOCCCNC(=O)C1(C)CCC(=O)N1CCc1ccc(SC)cc1 (stereo not drawn)	-1	7
COC(=O)c1ccc2c(=O)n(-c3ccc(C)c(F)c3)c(N3CCSCC3)nc2c1	0	-7
NNC(=O)CC1CC(c2cccc([N+](=O)[O-])c2)=NN1 (stereo not drawn)	4	50
Cc1nc2c(C(=O)N3CCCCC3)c[nH]n2c(=O)c1Cc1ccccc1F	-7	5
O=C(O)CC(Cc1ccccc1)c1ccco1 (stereo not drawn)	-6	11
O=C(NCCc1ccc(F)cc1)c1ccc(Cl)c(Cl)c1	-4	-31
CC(=NS(=O)(=O)c1ccc(C)cc1)N1CCCC1	-8	-1
Cn1cc(CN2CCC(C(=O)N3CCC4(CC3)OCCO4)CC2)c2cc(Cl)ccc21	2	4
Cc1ccc(NC(=O)Cc2nnc(NC(=O)Nc3ccc(F)cc3)s2)cc1	-3	-3
CCC1CN(C(=O)Nc2ccc(C)cc2C)c2ccccc2O1 (stereo not drawn)	0	-20
CC1=NN(c2ccccc2)C(=O)/C1=C/c1ccc(-c2ccc([N+](=O)[O-])cc2)o1	0	1
CCOC(CNC(=O)c1ccc2c(c1)nc(C)n2-c1ccc(F)cc1F)OCC	-2	10
CCCCN1CC(COCc2ccccc2)Oc2cccc(F)c2S1(=O)=O (stereo not drawn)	0	-15
O=C(Nc1sc2c(c1C(=O)NCc1ccco1)CCCC2)c1ccc([N+](=O)[O-])cc1	-4	1
Cc1cccc(C(=O)N2CCN(c3ccc(Br)cc3)C(=O)C2C)c1 (stereo not drawn)	-5	4
O=C(NN=Cc1ccco1)c1cccnc1	16	nt
O=C(Nc1nc(-c2ccc(F)cc2)cs1)c1ccc(S(=O)(=O)N2CCOCC2)cc1	1	7
Cc1ccc(C)c(-c2coc(-c3ccc(N)cc3)n2)c1	-1	53*
O=C(c1ccccc1)N1N=C(C(F)(F)F)CC1(O)c1cccc([N+](=O)[O-])c1 (stereo not drawn)	-5	53*
O=[N+]([O-])c1ccc2c(c1)OC1(CCCC1)O2	-1	-3&-3
Cc1ccc2n1CCN(C(=O)NCc1ccccc1)C2C(C)C (stereo not drawn)	-4	2
C=CCSc1nnc2c(n1)OC(c1ccc(OC)cc1OC)Nc1ccccc1-2 (stereo not drawn)	-5	0
SMILES	Pf apPOL inh	mHTT CaM bind
Cc1cccc(NC(=O)C2CCN(c3cc(C(=O)N4CCCC4)ccn3)CC2)c1	-1	12
COc1ccccc1NC(=O)c1cc(Br)ccc1OC	-4	-7
Cc1cccc(C(=O)Nc2c(C)nc3sccn3c2=O)c1	4	-4
c1ccc2[nH]c(-c3ccncc3)nc2c1	5	0
Cc1ccc(C)n1-c1ccc2ncccc2c1	-1	67*
CCC(C)c1ccc(NC(=O)c2cnccn2)cc1 (stereo not drawn)	-7	29
CCCc1nc2cccnc2n1C1CCN(C(=O)c2ccc(OC)cc2)C1 (stereo not drawn)	3	6
CCOc1ccc(N(CC(=O)NCc2ccccn2)S(=O)(=O)c2ccc(SC)cc2)cc1	2	14
Cc1cc(Cl)ccc1NC(=O)C1CCN(C(=O)c2ccccc2C)CC1	-7	3
O=C(c1ccco1)N1CCCC(c2ccnc(-c3ccccc3)n2)C1 (stereo not drawn)	-2	61*
CS(=O)(=O)c1ccc2nc(NC(=O)c3ccc(Cl)cc3[N+](=O)[O-])sc2c1	3	5
Cc1ccccc1OCC(=O)N1CC2CC(NC(=O)c3ccccc3)C1C2 (stereo not drawn)	0	6
COC(=O)c1cccc(NC(=S)NC(=O)c2ccco2)c1	-2	nt
Cc1c(C(=O)Nc2ccc(Cc3ccncc3)cc2)cccc1[N+](=O)[O-]	-5	4
Cc1ccc(Nc2cc(N3CCC(C(=O)NCc4ccncc4)CC3)ncn2)cc1	-4	-6
COc1ccccc1CNC(=O)CCC1CCCN(c2cc(NC3CC3)ncn2)C1 (stereo not drawn)	-6	1
Cc1ccc(C)c(N2CCN(C(=O)/C=C3\Sc4ccccc4NC3=O)CC2)c1	1	30
O=c1[nH]n(-c2ccc(F)cc2Br)c(=O)c2ccccc12	7	-3
COc1ccc(C2C3CCC=C3C(C#N)=C(N)C2(C#N)C#N)c(OC)c1 (stereo not drawn)	-3	27&29
CN1/C(=C/C(=S)C(C)(C)C)Sc2ccccc21	nt	17
COc1cc(NC(=O)C2CCCN(C(=O)c3ccc(Cl)cc3)C2)cc(OC)c1 (stereo not drawn)	0	26
O=c1[nH]c(CN2CCCCC2)nc2sc3c(c12)CCCC3	-5	-2
O=C(O)c1ccc2c(c1)C1C=CCC1C(c1ccc(Cl)cc1Cl)N2 (stereo not drawn)	-4	67*
Cc1cccc(NC(=O)c2ccc(-c3ccccc3)s2)c1C(=O)O	4&1	nt
Cc1csc(NC(=O)c2ccc3c(c2)OCO3)n1	-3	8
SMILES	Pf apPOL inh	mHTT CaM bind
CC(C)(C)C(=O)N(Cc1ccccc1)Cc1ccccc1	-7	-35
O=C(NCc1ccccc1)c1cn(Cc2ccc(NC(=O)C3CCCCC3)cc2)cn1	-2	-9
Cc1ccccc1NS(=O)(=O)c1ccc2[nH]cc(C(=O)NC3CCCC(C)C3C)c(=O)c2c1 (stereo not drawn)	-21	27
Cn1nnnc1SCC(=O)Nc1ccccc1C#N	-4	nt
O=C(NCCSc1c(-c2ccc(Br)cc2)[nH]c2ccccc12)c1ccncc1	-7	16
O=C1c2ccccc2C(=O)c2c(NC(=O)c3coc4ccccc4c3=O)cccc21	-1	-6
COc1ccc(-c2ncc3c(n2)CCN(C(=O)Nc2ccccc2)C3)cc1	-2	-1
CC1(C)CC(=O)C2=C(C1)N(c1cccc(C(F)(F)F)c1)C(N)=C(C#N)C2c1cccs1 (stereo not drawn)	-5	67*
COc1ccc(NC(=O)N2CCCC2c2nc(-c3cccc(Cl)c3)no2)c(OC)c1 (stereo not drawn)	-5	1
CC1=NN(c2ccc(Cl)c(Cl)c2)C(=O)/C1=C/c1cccc(I)c1	2	17
COc1ccc(C2CC(=O)NC(SCc3ccccc3)=C2C#N)cc1OCc1ccccc1 (stereo not drawn)	-5	0

7 records drawn at random from those above:
SMILES	Pf apPOL inh	mHTT CaM bind
COc1ccc(C2CC(=O)NC(SCc3ccccc3)=C2C#N)cc1OCc1ccccc1 (stereo not drawn)	-5	0
CC1=NN(c2ccc(Cl)c(Cl)c2)C(=O)/C1=C/c1cccc(I)c1	2	17
CC1(C)CC(=O)C2=C(C1)N(c1cccc(C(F)(F)F)c1)C(N)=C(C#N)C2c1cccs1 (stereo not drawn)	-5	67*
Cn1nnnc1SCC(=O)Nc1ccccc1C#N	-4	nt
COc1ccc(-c2ncc3c(n2)CCN(C(=O)Nc2ccccc2)C3)cc1	-2	-1
O=C(NCc1ccccc1)c1cn(Cc2ccc(NC(=O)C3CCCCC3)cc2)cn1	-2	-9
Cc1ccccc1NS(=O)(=O)c1ccc2[nH]cc(C(=O)NC3CCCC(C)C3C)c(=O)c2c1 (stereo not drawn)	-21	27

Compound activity: PubChem, University of Kansas High Throughput Screening Laboratory
